High-throughput results from PubChem BioAssay.
PfHsp40 rescue = rescue of PfHsp40-mediated yeast toxicity. S. cerevisiae expressing PfHsp40, growth rescue, ATP luminescence. growth rescue, % at 12.5 µM. 0.68% of 340,000 active. AID 504582; in the data active means growth rescue above about 28%, passing the limit was not always enough; inconclusive means no clear call, values can overlap the other calls;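 further: yeast W303a lacking pdr1 and pdr3 grown in galactose medium; growth measured after three days at 30 °C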
BoNT F protease = inhibitors of Botulinum neurotoxin F light chain protease. AID 588497. inhibition, % at 10 µM. 0.22% of 360,000 active. Multiplex microsphere protease cleavage assay, flow cytometry; in the data active means inhibition above about 35%, passing the limit was not always enough; inconclusive means no clear call, values can overlap the other calls; further: plate controls were buffer without enzyme for full effect and enzyme alone for no effect
BoNT A protease = BoNT A light chain protease inhibition | multiplex microsphere protease substrate cleavage, flow cytometry | 0.17% of 360,000 active | inhibition, % at 10 µM; further: plate controls were buffer without enzyme for full effect and enzyme alone for no effect
GDH-TPI counter = inhibits GDH-TPI coupling enzymes, artifact for Mtb FBA screen; GDH-TPI coupled enzyme counterscreen, NADH absorbance; inhibition, % at 4.8 µM; 1.2% of 360,000 active; AID 588335; in the data active means inhibition above about 30%;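 further: 0% = DMSO wells and 100% = wells lacking the enzyme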
Mtb UGM inh = blocks M. tuberculosis UGM enzyme. P9WIQ1. purified UGM, fluorescence polarization probe displacement. inhibition, % at 10 µM. 0.06% of 320,000 active. AID 504406; in the data active means inhibition above about 10%, passing the limit was not always enough; inconclusive means no clear call, values can overlap the other calls
Mtb BioA inh = blocks M. tuberculosis BioA enzyme activity; inhibition, % at 9.99 µM; AID 602481; 0.096% of 360,000 active; purified M. tuberculosis BioA enzyme, plate reader; in the data active means inhibition above about 40%; inconclusive means no clear call, values can overlap the other calls
Anthrax LF inh2 = blocks Bacillus anthracis lethal factor protease; P15917; multiplex microsphere protease cleavage assay, LF; inhibition, % at 10 µM; 0.12% of 360,000 active; AID 588501; further: plate controls were buffer without enzyme for full effect and enzyme alone for no effect
Target sequence (P15917 whole entry, looked up): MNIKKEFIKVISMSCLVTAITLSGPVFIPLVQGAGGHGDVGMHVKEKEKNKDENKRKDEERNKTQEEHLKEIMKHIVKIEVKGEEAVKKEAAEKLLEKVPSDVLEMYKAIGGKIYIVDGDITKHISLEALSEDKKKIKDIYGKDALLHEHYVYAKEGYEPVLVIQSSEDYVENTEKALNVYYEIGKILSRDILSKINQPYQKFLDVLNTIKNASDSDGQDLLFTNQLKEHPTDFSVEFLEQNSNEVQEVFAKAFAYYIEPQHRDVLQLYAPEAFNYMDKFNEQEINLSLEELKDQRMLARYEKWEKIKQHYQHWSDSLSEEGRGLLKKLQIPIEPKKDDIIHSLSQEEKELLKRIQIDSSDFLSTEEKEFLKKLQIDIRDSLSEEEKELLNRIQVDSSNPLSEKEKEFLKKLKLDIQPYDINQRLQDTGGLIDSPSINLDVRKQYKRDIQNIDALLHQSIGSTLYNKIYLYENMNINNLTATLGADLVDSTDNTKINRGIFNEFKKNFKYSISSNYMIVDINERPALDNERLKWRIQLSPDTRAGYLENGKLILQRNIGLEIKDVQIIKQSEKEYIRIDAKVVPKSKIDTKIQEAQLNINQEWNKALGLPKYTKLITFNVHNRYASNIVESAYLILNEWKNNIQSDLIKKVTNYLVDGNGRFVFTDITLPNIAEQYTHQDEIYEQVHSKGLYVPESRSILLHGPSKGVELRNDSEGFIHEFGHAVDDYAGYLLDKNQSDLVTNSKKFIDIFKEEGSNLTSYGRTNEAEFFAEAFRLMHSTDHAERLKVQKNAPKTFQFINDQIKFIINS
FadD28 binding = blocks FadD28 binding to the bisubstrate probe; 0.22% of 360,000 active; AID 588549; fluorescence polarization; inhibition, % at 12.5 µM; in the data active means inhibition above about 8.5%, passing the limit was not always enough; inconclusive means no clear call, values can overlap the other calls
FBA Mtb inh = Mtb fructose-bisphosphate aldolase inhibition; P9WQA3; purified M. tuberculosis FBA, fluorescence read-out; inhibition, % at 1 µM; 2.3% of 360,000 active; in the data active means inhibition above about 27%;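 further: 0% = vehicle and 100% = reference inhibitor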
Starred values were filed as active, the others as inactive; ? = inconclusive; · = no result given. Unless noted, no stated cut-off is given here; in the data, active means inhibition above about 30%; inconclusive means no clear call, values can overlap the other calls; inactive means below that.

Below each SMILES – PfHsp40 rescue	BoNT F protease	BoNT A protease	GDH-TPI counter	Mtb UGM inh	Mtb BioA inh	Anthrax LF inh2	FadD28 binding	FBA Mtb inh
- CC(C)(C)c1ccc(/C=C/C(=O)N2CCc3ccccc3C2)cc1
→ 0.8	-20	-1.1	10	-1.3	0.1	-6	-3.0	1
- CCCOC(=O)c1ccc(NC(=O)c2nc3nc(C)cc(C)n3n2)cc1
→ -0.4	0	-0.3	-3	-1.3	·	0	-3.7	1
- CC1(C)CC(C#N)(N2CCOCC2)CCO1 (configuration not stated)
→ -1.5	2	?	-5	-2.2	-1.2	1	-0.9	-1
- Cc1cccc2cc(CN(Cc3ccc(F)cc3)C(=O)C(F)(F)F)c3nnnn3c12
→ 0.3	30	3.3	-2	0.3	·	7	-2.7	2
- Cc1nc(-c2ccccc2)cn(O)c1=O
→ 1.0	3	0.7	10	·	·	1	-1.4	11
- COc1ccccc1NC(=O)N(C1CCCC1)C1CCN(C(C)=O)CC1
→ 1.2	1	-0.5	-5	3.7	0.6	-1	-3.4	0
- CS(=O)(=O)N1CCC(C(=O)Nc2cccc(Cl)c2Cl)CC1
→ 0.2	·	·	11	-1.7	-1.3	·	0.3	1
- COc1ccc(/C=C/C(=O)Nc2ccc(S(=O)(=O)N3CCOCC3)cc2)c(OC)c1
→ -1.0	-4	2.3	14	2.7	-1.9	-2	-2.5	5
- CCOCc1nnc(NC(C)=O)s1
→ -0.7	2	0.8	7	0.0	-1.8	-4	-1.9	-9
- CC(=O)Nc1ccc(OC(=O)C(CCS(C)(=O)=O)N2C(=O)c3ccccc3C2=O)cc1 (configuration not stated)
→ -0.4	-6	-0.2	-10	6.9	-5.5	-1	2.0	2
- COc1cccc(NC(=O)c2ccc3nc(C)c(N(C)Cc4ccc(NC(C)=O)cc4)n3c2)c1
→ ·	0	-0.2	13	·	-0.3	-2	-2.1	0
- CC(=O)O/N=C1\C(=O)N(Cc2ccc(C)cc2)c2ccccc21
→ 3.7	-5	0.6	0	·	·	4	-1.7	-1
- COc1ccc(CCNC(=O)C2CC3Cn4c(nc5cc(C)c(C)cc54)C3N2C)cc1 (configuration not stated)
→ -1.2	0	-0.2	3	1.8	0.5	1	-2.2	1
- Cc1ccc(NC(=O)C(C)Sc2nnc(C3CC3)n2C2CC2)cc1S(=O)(=O)N1CCOCC1 (configuration not stated)
→ -1.2	6	-1.5	5	-1.6	0.5	-11	-1.0	0
- COCCCNc1nc(-c2ccncc2)nc2ccccc12
→ 1.0	-1	0.5	17	-1.8	1.0	2	-0.4	2
- Cc1cc(C)cc(NC(=O)CN2C(=O)C3CC=CCC3C2=O)c1 (configuration not stated)
→ -0.6	-5	-3.5	-3	2.1	-0.8	1	·	-1
- CCOC(=O)CC1C(=O)NCCN1C(=O)COc1ccc(Br)cc1C (configuration not stated)
→ 0.3	-15	-0.2	4	0.6	·	0	-1.6	-1
- COc1ccc(CCN2CC(C(=O)OC(C)C(=O)Nc3cccc(Cl)c3)CC2=O)cc1OC (configuration not stated)
→ -0.9	-4	3.9	0	-1.1	1.4	1	-2.4	1
- COC(CNS(=O)(=O)c1ccc(S(=O)(=O)NC2CC2)cc1)OC
→ -1.6	4	-4.9	-2	-0.9	0.8	-4	0.5	1
- O=C(CCCOc1ccc(Cl)cc1Cl)NCCc1nnc2ccccn12
→ -0.3	4	0.0	1	1.0	·	-1	-3.4	1
- Cc1ccc(S(=O)(=O)N(CC(=O)NCc2ccco2)Cc2ccc(F)cc2)cc1
→ 4.0	0	0.8	-3	0.2	0.2	-1	-5.0	-1
- c1ccc(N2CCN(c3ncnc4scc(-c5cccs5)c34)CC2)cc1
→ 2.5	-5	-0.5	10	0.5	-1.6	-2	-0.6	2
- COc1cc(C(=O)N2CCN(C(=O)c3ccco3)CC2)cc(OC)c1OC
→ -1.4	-23	0.3	-1	0.9	1.3	-3	-1.9	0
- Cc1c(NC(=O)c2ccco2)cccc1-c1nc2cccnc2s1
→ -0.6	-23	-1.2	12	-2.4	11	-14	-1.2	1
- CCOC(=O)c1cccc(NC(=O)COc2ccc([N+](=O)[O-])cc2)c1
→ 2.3	-8	0.0	5	-1.9	3.1	-6	-0.8	-1
- CC(=O)Cc1nsc(NC(=O)c2ccc(F)cc2)n1
→ 1.7	-1	-0.7	2	1.6	·	-2	-3.0	2
- CC(=O)Nc1nc(C)c(Oc2ccccc2)c(=O)[nH]1
→ -0.8	3	1.6	0	1.5	·	-12	-2.5	0
- Cc1ccc(N(CC(=O)NC2CCCCC2)S(=O)(=O)c2c(C)noc2C)cc1
→ -0.1	-2	-0.9	5	0.8	-1.7	-2	1.6	3
- COc1cccc(N(CC(=O)N2CCN(c3ccccc3OC)CC2)S(C)(=O)=O)c1
→ -0.5	4	-0.7	-3	-4.4	-0.3	1	0.5	3
- CC(=O)Nc1ccc(S(=O)(=O)NCC(=O)OCC(=O)NCc2ccc3c(c2)OCO3)cc1
→ -0.2	-5	0.4	8	-2.3	·	12	0.0	4
- CC(=O)Oc1ccc(/C=N/NC(=O)C2CCCN2S(=O)(=O)c2ccc(Cl)cc2)cc1 (configuration not stated)
→ 0.3	-1	0.3	4	2.4	-0.9	-1	4.2	12
- CC(=O)N1Cc2ccccc2C(C)CC12CCCCC2 (configuration not stated)
→ -0.5	-7	-1.1	7	-1.5	0.3	-5	-4.3	0
- CC(CCCC(C)(C)O)CC1C2=C(CCCC2=O)OC2=C1C(=O)CCC2 (configuration not stated)
→ 0.1	-2	0.6	2	1.0	-0.3	1	-3.7	-6
- CN(CCCCCC(=O)/C=N/O)Cc1ccccc1
→ -0.8	-3	0.2	-1	-2.9	·	-2	-1.7	1
- COc1ccc(C(CNC(=O)c2ccc(-c3cccc(C(F)(F)F)c3)o2)N2CCOCC2)cc1 (configuration not stated)
→ 0.1	28	7.8	8	0.2	0.7	1	-1.5	0
- CCCN1CCN(C(=O)C2CCN(S(=O)(=O)c3ccc4c(c3)oc(=O)n4C)CC2)CC1
→ 0.9	-1	-0.7	4	·	0.9	6	-0.1	1
- COc1ccc2c(c1)c(=O)oc1c(C)c(OCC(=O)N3CCc4ccccc4C3)ccc12
→ -1.5	-14	-0.5	-1	0.2	-2.3	-2	-0.2	6
- COc1cccc(CC(=O)NNC(=O)c2ccc3c(c2)OCO3)c1
→ -1.3	-3	1.4	-9	1.8	-1.3	-3	-1.3	-1
- Nc1nc(Cl)cc(Oc2ccccc2F)n1
→ -0.1	-7	-0.1	6	0.8	·	-6	-1.9	0
- C#CCN1C=CC(=O)[C@@H](OC(=O)NCCC)[C@H]1c1ccccc1Br
→ -0.8	-6	0.3	16	·	-0.1	1	0.5	0
- CCc1ccc(NC(=O)[C@H](C)NC(=O)C2CCN(C(=O)[C@@H](N)CC(C)C)CC2)cc1
→ -1.8	2	-3.1	-14	0.4	-1.0	-8	-3.0	0
- O=C(CCc1nc2ccccc2c(=O)[nH]1)N1CCN(S(=O)(=O)c2cccc(F)c2)CC1
→ 0.6	2	1.5	1	-0.8	1.9	0	0.1	4
- CCOc1ccc(N2C(=O)c3ccccc3NC2(C)CC)cc1 (configuration not stated)
→ 0.4	0	-2.9	-1	2.3	-0.2	2	-3.6	1
- Cn1c(SCC(=O)Nc2sc3c(c2C#N)CCC3)nnc1C1COc2ccccc2O1 (configuration not stated)
→ -0.6	-1	0.2	6	0.1	-1.6	-13	-2.2	1
- CC(C)N=C1NN=C(c2cccs2)CS1
→ 1.8	5	-0.1	5	-2.1	·	0	-0.6	-1
- Cc1onc(-c2ccccc2)c1C(=O)N=C(N)c1ccc(C(F)(F)F)cc1
→ -1.4	?	0.7	-1	0.8	0.4	-7	-1.1	-2
- Cc1ccc(NC(=O)CSCC(=O)N(CCC(C)C)c2c(N)n(Cc3ccccc3)c(=O)[nH]c2=O)cc1
→ -1.5	·	·	5	·	-0.5	·	-0.1	0
- CCOC(=O)CSc1nnc(CNC(=O)c2cccc(C)c2)n1-c1ccccc1OC
→ -1.6	-18	0.9	6	-0.7	-1.3	0	-0.7	2
- COc1cc(C(=O)NC(=S)Nc2ccc(Cl)c(C(=O)O)c2)cc(OC)c1OC
→ 0.9	1	-0.1	0	3.3	-0.8	-3	-5.6	0
- O=C(/C=C/c1ccc(Br)cc1)NC(=S)NNC(=O)c1ccco1
→ ?	-31	-3.7	12	-1.0	-5.6	-3	-0.2	3
- Cc1cc2ncn(S(=O)(=O)c3ccc(S(=O)(=O)N4CCCCCC4)cc3)c2cc1C
→ -2.5	25	2.7	8	1.0	-0.1	3	-2.7	2
- Fc1ccc(Cn2nnnc2C(c2ccc(Cl)cc2)N2CC=C(c3ccc(F)cc3)CC2)cc1 (configuration not stated)
→ 1.1	4	-0.3	2	0.4	1.2	-1	-1.3	-3
- Cn1c2ccccc2c2ncn(CCN3CCOCC3)c(=O)c21
→ -0.2	1	-0.1	6	2.6	6.2	1	-4.7	10
- NNc1nc(-c2ccccc2)nc(-c2ccccc2)c1Br
→ 0.8	?	1.1	23	3.6	-0.6	1	-4.2	0
- CC(=O)NC(C)(c1ccccc1)c1nc(-c2cccc(C(F)(F)F)c2)cs1 (configuration not stated)
→ ·	0	-0.2	-5	·	-0.1	6	-0.7	1
- Cc1csc(NC(=O)CSc2nncc(=O)n2N)n1
→ -0.3	-6	-1.1	12	-1.9	-0.8	-3	-3.9	-3
- CCOc1ccc(OCC)c(NC(=O)C2CCCN(S(=O)(=O)c3ccc(C)cc3)C2)c1 (configuration not stated)
→ -0.5	-6	-0.4	9	-0.3	-0.1	-5	0.5	5
- O=C(O)c1cc2ccccc2c2c1C(=O)c1ccccc1-2
→ ·	1	-0.6	1	·	3.2	-1	-4.0	-2
- Cc1ccc(F)cc1NC(=O)C1CC(=O)N(Cc2ccccc2)C1 (configuration not stated)
→ ·	-6	-0.7	7	·	-0.5	-1	-1.1	2
- COc1ccc(NC(=O)CO/N=C(\C)c2cccs2)cc1
→ -0.2	3	0.1	6	3.4	-4.1	2	-0.1	4

Profiles, quoted from the list. Values in the order: PfHsp40 rescue, BoNT F protease, BoNT A protease, GDH-TPI counter, Mtb UGM inh, Mtb BioA inh, Anthrax LF inh2, FadD28 binding, FBA Mtb inh
Record of CCOCc1nnc(NC(C)=O)s1 : -0.7, 2, 0.8, 7, 0.0, -1.8, -4, -1.9, -9
Record of CCOC(=O)c1cccc(NC(=O)COc2ccc([N+](=O)[O-])cc2)c1 : 2.3, -8, 0.0, 5, -1.9, 3.1, -6, -0.8, -1
Record of COc1cc(C(=O)NC(=S)Nc2ccc(Cl)c(C(=O)O)c2)cc(OC)c1OC : 0.9, 1, -0.1, 0, 3.3, -0.8, -3, -5.6, 0
Record of CC(=O)Cc1nsc(NC(=O)c2ccc(F)cc2)n1 : 1.7, -1, -0.7, 2, 1.6, ·, -2, -3.0, 2
Record of Cc1ccc(F)cc1NC(=O)C1CC(=O)N(Cc2ccccc2)C1 (configuration not stated) : ·, -6, -0.7, 7, ·, -0.5, -1, -1.1, 2

Following part
Below each SMILES – PfHsp40 rescue	BoNT F protease	BoNT A protease	GDH-TPI counter	Mtb UGM inh	Mtb BioA inh	Anthrax LF inh2	FadD28 binding	FBA Mtb inh
- CSCC[C@H](NC(=O)OC(C)(C)C)c1nnc(SCC=C(C)C)o1
→ -0.3	-10	-7.0	5	0.1	1.3	-6	-0.7	2
- Cc1ccsc1C(=O)NC1CCCCC1C (configuration not stated)
→ -1.7	2	-0.3	6	-0.7	-0.1	4	-2.1	1
- CCNC(=S)NNC(=O)c1ccccn1
→ -1.3	-10	-2.8	-1	0.7	-0.9	-4	-1.1	-1
- CC1CCN(C(=O)Cn2c(=O)n(Cc3ccc4c(c3)OCO4)c(=O)c3ccccc32)CC1
→ 1.2	-7	0.1	10	3.2	-0.8	4	-3.9	-1
- CSC1=NCCN1C(=O)c1ccc(S(=O)(=O)N2CCCCC2)cc1
→ -1.1	-4	0.1	-1	-0.3	-1.0	3	-1.7	6
- CC(=O)c1c(C)[nH]c(C(=O)OC2CCOC2=O)c1C (configuration not stated)
→ -0.8	-8	-0.4	-9	0.3	4.6	-6	-0.9	1
- O=C(N/N=C/c1cccc(F)c1)c1c(O)c2c([nH]c1=O)CCCC2
→ 1.6	-12	-0.4	-1	-2.3	·	0	1.1	0
